Assay outcomes deposited in PubChem by several laboratories.
CYP2C19 inhib – blockers of cytochrome P450 2C19 activity – biochemical, luminescence, ADME assay, primary screen; P33261; CYP2C19 Supersomes, luciferin-H EGE luminescence, 30 min; inhibition, % at 5 µM; 96,000 compounds, 21% hits;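 active = CYP2C19 inhibition above a set limit at 5 µM in the primary screen, cut at about 50% in these data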;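 note: plate controls were negative control wells for no effect and 2.5 mM tranylcypromine positive control for full effect; values of inactives mirror those of a sister screen read the other way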
Mac1 fbg inh – inhibitors of CD11b/CD18 adhesion to fibrinogen, primary screen, K562 cells, luminescence | 93,000 compounds, 0.54% hits | Integrin beta-2 (Homo sapiens) + Integrin alpha-M (Homo sapiens), P05107+P11215 | inhibition, % at 10 µM | ATPlite luminescence; Mn2+ added to activate the integrin | AID 1497, 2009;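 active = primary inhibition of 50% or more at 10 µM, then 40% or more on retest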; note: some results filed as inactive read as strong as hits
Target sequence (P05107 whole entry, looked up, other chains not shown): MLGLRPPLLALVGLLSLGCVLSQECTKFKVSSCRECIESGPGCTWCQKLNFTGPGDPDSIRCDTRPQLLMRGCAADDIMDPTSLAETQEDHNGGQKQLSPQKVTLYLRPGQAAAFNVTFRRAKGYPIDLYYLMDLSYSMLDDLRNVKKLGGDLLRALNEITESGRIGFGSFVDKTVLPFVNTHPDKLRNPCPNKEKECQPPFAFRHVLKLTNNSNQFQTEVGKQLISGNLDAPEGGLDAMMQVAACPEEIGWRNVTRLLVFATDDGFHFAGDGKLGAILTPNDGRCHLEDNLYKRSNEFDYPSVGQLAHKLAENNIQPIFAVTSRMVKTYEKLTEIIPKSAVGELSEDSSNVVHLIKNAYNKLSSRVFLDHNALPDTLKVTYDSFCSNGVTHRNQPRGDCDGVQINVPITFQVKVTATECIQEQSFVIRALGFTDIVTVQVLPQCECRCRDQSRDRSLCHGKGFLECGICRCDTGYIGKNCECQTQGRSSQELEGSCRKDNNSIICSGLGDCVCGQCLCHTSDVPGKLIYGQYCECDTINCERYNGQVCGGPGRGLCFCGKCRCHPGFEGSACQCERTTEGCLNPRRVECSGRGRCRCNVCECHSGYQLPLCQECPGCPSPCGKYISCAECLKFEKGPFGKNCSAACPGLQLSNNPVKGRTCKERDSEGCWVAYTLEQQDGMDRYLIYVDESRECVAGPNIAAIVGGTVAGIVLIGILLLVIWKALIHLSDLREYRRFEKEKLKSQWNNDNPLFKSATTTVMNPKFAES
ERa coact inh – ERα–SRC-1 coactivator interaction inhibitors, primary screen, biochemical, TR-FRET, ERα LBD, estradiol-bound. Estrogen receptor (Homo sapiens), P03372. TR-FRET ER-alpha LBD / SRC-1 peptide. inhibition, % at 25.6 µM. 86,000 compounds, 1.7% hits; in the data active = inhibition above about 50%;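 note: 0% = receptor plus peptide control and 100% = peptide only without receptor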
H69AR inhibit – proliferation blockers of H69AR lung cancer cells, primary screen, cell-based, human, 86K library; H69AR lung tumor viability, ATP luminescence, 72 h; active compounds read low; viability, % at 10 µM; 85,000 compounds, 6% hits; AID 598, 2007;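 active = viability at or below 40%; inactive = viability above 40%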;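 note: multidrug resistant small cell line overexpressing MRP-1 efflux transporter; 100% = mean luminescence of untreated control wells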
HUVEC inhibit – inhibitors of HUVEC proliferation, primary screen, cell-based, 384-well | 86,000 compounds, 1.1% hits | viability, % at 10 µM (by protocol) | CellTiter-Glo luminescence, 72 h; active compounds read low | AID 648, 2007;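 active = viability at or below 30%; inactive = viability above 30%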;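 note: 100% = median luminescence of DMSO-only cell control wells on each plate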
Fibroblast inh – antiproliferative effect on LL 47 fibroblasts – human, LL 47 cells, CellTiter-Glo luminescence, primary screen. AID 719, 2007. 85,000 compounds, 1.1% hits. viability, % at 10 µM. LL 47 human lung fibroblast viability, ATP luminescence; active compounds read low;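 active = viability at or below 50% in the single dose screen; inactive = viability above 50%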;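 note: compound exposure lasted 72 h before the ATP readout; 100% = median luminescence of untreated cell-only wells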
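Test system: LL 47 human lung fibroblasts; Quantity: 1,150 cells/well; Buffer or medium: IMEM plus 15% FBS; Dosing: tenfold compound dosing solution, DMSO at 0.1%; Timing: overnight cell rest, 72 h compound treatment at 37 °C; Detection: ATP-based CellTiter-Glo luminescent readout; Read-out basis: viability percentage against median untreated-cell control; Controls: cell-only wells, no compound.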
CD11b adhes enh – enhancers of CD11b/CD18 adhesion to fibrinogen, primary screen, K562 cells, luminescence. ATPlite luminescence. 93,000 compounds, 0.07% hits. AID 1499, 2009. activation, % at 10 µM. Integrin beta-2 (Homo sapiens) + Integrin alpha-M (Homo sapiens), P05107+P11215;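 active = 10 µM primary screen giving 50% or more activity, confirmed by 40% or more on retest at that dose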; note: strong numbers were not always called active
ERa coact pot – enhancers of ERα–SRC-1 coactivator binding, primary screen, biochemical, TR-FRET, ERα LBD, low estradiol. TR-FRET ERalpha-LBD/SRC-Cy5 coactivator binding, 2 h; 100 = basal binding, no effect. coactivator binding (% of control), % at 25.6 µM. 86,000 compounds, 1.3% hits; in the data active = activity above about 200%;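 note: binding measured in presence of low estradiol as agonist stimulus; 0% = peptide alone without receptor and 100% = receptor with peptide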
CYP2C19 act – human CYP2C19 activators, primary screen, biochemical, luminescence; AID 1025, 2008; recombinant CYP2C19, luciferin-H EGE luminescence; active compounds read high; 0 = fully inhibited enzyme, 1 = untreated enzyme; 96,000 tested, under 10 active; Cytochrome P450 2C19 (Homo sapiens), P33261; activation factor at 5 µM;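 active = activation factor of at least 2 at 5 µM in the primary screen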;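 note: 0 = wells with 2.5 mM tranylcypromine and 1 = vehicle-only wells; values of inactives mirror those of a sister screen read the other way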
* marks the source's active call; other numbers are inactive results; x = not tested or not shown; [ ] = another dose, or the depositor's remark. Hits appear at their usual frequency. About 26% of those tested had a hit in this group.

SMILES	CYP2C19 inhib	Mac1 fbg inh	ERa coact inh	H69AR inhibit	HUVEC inhibit	Fibroblast inh	CD11b adhes enh	ERa coact pot	CYP2C19 act
COc1ccc(-c2nn(C)c(=O)c3ccccc23)cc1NS(C)(=O)=O	47	8	-8	63	79	95	-1	109	0.5
Nc1nnc(SCCOc2cccc(Br)c2)s1	92*	x	1	88	83	97	x	81	0.1
CCOC(=O)c1c(-c2ccccc2)oc2ccc(OC(C)=O)cc12	41	-15	9	67	73	90	-1	85	0.6
Cc1oc(CSCC2CCCO2)cc1C(=O)O (stereo not drawn)	4	-5	x	x	x	x	2	x	1
Cc1ccc(S(=O)(=O)N2c3cc(C)ccc3OCC2C(C)(C)C)cc1 (stereo not drawn)	4	29	x	x	x	x	8	x	1
CN(Cc1ccc(O)cc1)C1CCCCC1	-3	-12	-5	30*	101	x	-1	100	1
Cc1ccc(OCc2nnc(SCC(=O)NCc3ccccc3)n2C)cc1	7	-13	-4	92	99	95	-2	125	0.9
CC(=O)Nc1ccc(NC(=O)c2cccc(C(=O)OC(C)C)n2)cc1	8	-18	6	84	97	91	-2	95[fluorescence artefact?]	0.9
CCOC(=O)C1=C(C)N(C)C(=O)NC1c1c(C)nn(-c2ccccc2)c1C (stereo not drawn)	48	-29	-7	82	95	96	3	120	0.5
COc1ccc(NC(=O)CSc2nnc(-c3ccccc3Cl)n2Cc2ccco2)c(OC)c1	55*	3	-4	94	115	98	9	98	0.5
CCN(CC)c1ccc(NC(=O)COC(=O)CCC(=O)c2ccc(F)cc2)cc1	21	-4	x	x	x	x	1	x	0.8
O=C(NC1=NCCS1)C12CC3CC(C1)CC(C(=O)NC1=NCCS1)(C3)C2	38	-29	-9	88	86	105	-3	114	0.6
CN(C)S(=O)(=O)c1cccc(NC(=O)c2cc3ccccc3o2)c1	21	11	x	x	x	x	-7	x	0.8
CCCS(=O)(=O)N1CCN(Cc2ccco2)CC1	12	-8	x	x	x	x	5	x	0.9
Cc1ccc(-c2noc(CSc3nc(N)cc(N)n3)n2)cc1	24	42	6[fluorescence artefact?]	94	99	95	-8	97	0.8
O=C(O)c1ccccc1NS(=O)(=O)c1cccc2cccnc12	-3	-10	9	98	99	103	-6	118	1
CCN(CC)S(=O)(=O)c1ccc(NC(=O)CSc2cccc[n+]2[O-])cc1	-15	8	x	x	x	x	-4	x	1.2
CCOC(=O)c1ccc2[nH]c(C)c(CCC(C)=O)c(=O)c2c1	16	-6	-1	105	97	96	-1	111	0.8
CCCN(CCC)C(=O)CC(c1ccccc1)c1cc(C)ccc1O (stereo not drawn)	25	-5	-2	78	96	97	-3	88	0.7
O=S(=O)(c1ccc2c(c1)OCCO2)N1CCC(n2nnc3cc(F)ccc32)CC1	x	x	0	74	90	101	x	89	x
COc1cc2[nH]c(=O)n(CCCCCC(=O)N3CC=C(c4ccccc4)CC3)c(=O)c2cc1OC	83*	27	12[fluorescence artefact?]	x	x	x	-3	121[fluorescence artefact?]	0.2
COc1ccc(-c2cc(C(=O)NC(C(=O)O)C(C)C)c(C)o2)cc1OC (stereo not drawn)	6	-11	-2	83	106	100	3	92	0.9
Cc1ccc(-c2cc(C(=O)OCC(=O)Nc3cc(C)on3)c3ccccc3n2)c(C)c1	25	20	-1	92	91	102	0	106	0.7
Cc1c(NC(=O)CN2C(=O)c3cccc4cccc2c34)c(=O)n(-c2ccccc2)n1C	1	2	x	x	x	x	1	x	1
O=C(O)Cn1c(SCc2ccccc2)nc2ccccc21	10	-14	7	91	100	97	-2	110	0.9
O=C(NCc1cccnc1)c1cc(-c2cccs2)on1	17	4	-3	97	96	92	3	116	0.8
CN(C)c1ccc(N/C=C/C(=O)c2ccccc2)cc1	99*	74	-8	52	63	94	-8	116	0
COC(=O)CSc1nnc(C)n1-c1ccc(C)cc1	14	-3	-4	103	101	111	2	95	0.9
CCCCn1nc2cc(C(=O)NCc3cc(C(F)(F)F)cc(C(F)(F)F)c3)ccc2c1OCC	-4	1	x	x	x	x	7	x	1
COc1nonc1NCn1nc(C)cc1C	-4	-4	-1	99	91	100	-2	114	1
O=C(c1nc2ccccc2s1)N1CCSCC1	32	6	22	110	103	92	1	101	0.7
O=C(NC1CCN(C(=O)Nc2cccc(F)c2)CC1)C1CCCCC1	0	-16	1	87	71	100	3	113[fluorescence artefact?]	1
Cc1ccc(S(=O)(=O)N2CCN(C(=O)COc3ccc(-c4nnco4)cc3)CC2)cc1	10	-18	-28	88	104	93	-1	118	0.9
O=C(NC1=NCCS1)c1ccc(Br)s1	-4	-23	4	99	96	99	-4	114	1
CCCCSc1[nH]c(=O)c(C(=O)OCC)cc1C#N	4	3	4	108	108	98	0	93	1
c1ccc2c(c1)CCCn1nnnc1-2	-7	x	1	97	88	103	x	130	1.1
Cc1cc(NC(=O)CSc2nnc(CNc3cccc(C(F)(F)F)c3)n2Cc2ccco2)no1	10	-10	-8	75	77	98	-6	95	0.9
COc1cccc(C(=O)Oc2cc(N)n(S(=O)(=O)c3ccc(C)cc3)n2)c1OC	9	x	30	90	82	94	x	56	0.9
O=C(O)c1ccc(CN2C(=O)c3ccccc3S2(=O)=O)cc1	-10	-15	-1[fluorescence artefact?]	97	95	100	9	96	1.1
Cc1cc2ccccc2n1CCNC(=O)C(C)(C)C	x	x	-4	96	87	88	x	77	x
CCOc1ccccc1OCC(=O)NN1Cc2ccccc2C1=N	4	1	x	x	x	x	6	x	1
COC(=O)Nc1sc2c(c1C(=O)N1CCOCC1)CCC(C)C2 (stereo not drawn)	1	-26	-8	87	90	90	-3	102	1
COc1cccc(-n2c(Cc3cc(=O)[nH]c(=O)[nH]3)nnc2SCC(=O)NC2CCCC2)c1	-11	-13	1	95	106	93	1	127	1.1
Cn1cc(S(=O)(=O)CC(=O)N2CCc3ccccc32)c2ccccc21	67*	5	-4	94	90	91	-3	99	0.3
Cc1cccc(-n2cnc(C(=O)Nc3cccnc3)c2)n1	57*	-1	x	x	x	x	-1	x	0.4

An excerpt from above, reduced to H69AR inhibit and CYP2C19 inhib.
canonical_smiles	H69AR inhibit	CYP2C19 inhib
c1ccc2c(c1)CCCn1nnnc1-2	97	-7
Cc1cc(NC(=O)CSc2nnc(CNc3cccc(C(F)(F)F)c3)n2Cc2ccco2)no1	75	10
COc1cccc(C(=O)Oc2cc(N)n(S(=O)(=O)c3ccc(C)cc3)n2)c1OC	90	9
O=C(O)c1ccc(CN2C(=O)c3ccccc3S2(=O)=O)cc1	97	-10

Entries from the list above that have a CF3 group (2):
SMILES	CYP2C19 inhib	Mac1 fbg inh	ERa coact inh	H69AR inhibit	HUVEC inhibit	Fibroblast inh	CD11b adhes enh	ERa coact pot	CYP2C19 act
CCCCn1nc2cc(C(=O)NCc3cc(C(F)(F)F)cc(C(F)(F)F)c3)ccc2c1OCC	-4	1	x	x	x	x	7	x	1
Cc1cc(NC(=O)CSc2nnc(CNc3cccc(C(F)(F)F)c3)n2Cc2ccco2)no1	10	-10	-8	75	77	98	-6	95	0.9

Returning to the listing, starting five compounds before the break.
SMILES	CYP2C19 inhib	Mac1 fbg inh	ERa coact inh	H69AR inhibit	HUVEC inhibit	Fibroblast inh	CD11b adhes enh	ERa coact pot	CYP2C19 act
CCOc1ccccc1OCC(=O)NN1Cc2ccccc2C1=N	4	1	x	x	x	x	6	x	1
COC(=O)Nc1sc2c(c1C(=O)N1CCOCC1)CCC(C)C2 (stereo not drawn)	1	-26	-8	87	90	90	-3	102	1
COc1cccc(-n2c(Cc3cc(=O)[nH]c(=O)[nH]3)nnc2SCC(=O)NC2CCCC2)c1	-11	-13	1	95	106	93	1	127	1.1
Cn1cc(S(=O)(=O)CC(=O)N2CCc3ccccc32)c2ccccc21	67*	5	-4	94	90	91	-3	99	0.3
Cc1cccc(-n2cnc(C(=O)Nc3cccnc3)c2)n1	57*	-1	x	x	x	x	-1	x	0.4
COc1cc(C2NC(=O)NC(C)=C2C(=O)OC(C)C)ccc1OC(=O)c1ccco1 (stereo not drawn)	x	x	-5	102	101	102	x	122[fluorescence artefact?]	x
CCOC(=O)c1sc2ncn(C(CC)C(=O)OCC)c(=O)c2c1C (stereo not drawn)	60*	-7	0	109	107	105	1	111	0.4
CCOc1nc(C)ccc1-c1noc(-c2ccccn2)n1	-8	9	-32	92	111	105	-6	112	1.1
COCCCn1c(SCC(=O)NCc2ccco2)nc2sc3c(c2c1=O)CCC3	28	-1	9	61	72	96	-2	105	0.7
CCCCNC(=S)N/N=C/c1ccc(C)s1	35	14	x	x	x	x	0	x	0.7
CCn1cc(C2Nc3ccccc3C(=O)N2O)c(C)n1 (stereo not drawn)	6	-14	-7	84	107	101	0	129	0.9
O=c1c2ccccc2nc(SCc2nc(-c3ccccc3)no2)n1-c1ccc(F)cc1	16	-21	4	92	90	87	2	112	0.8
Cc1ccc(Nc2nc(N)nc(CN3CCC(C)CC3)n2)c(C)c1	x	x	-5	33*	86	94	x	97	x
O=C(Cn1nc(C(F)(F)F)c2c1CCC2)NCc1ccc(F)cc1	46	8	4	104	95	97	0	106	0.5
CCc1ccc(S(=O)(=O)NCCc2cn3ccsc3n2)s1	68*	-7	44	97	91	95	-3	96	0.3
COc1cccc(N2CCN(CC(=O)Nc3nc4c(s3)CC(C)CC4)CC2)c1 (stereo not drawn)	40	11	4	98	91	100	7	103	0.6
CCN1C(=O)c2cccc3c(S(=O)(=O)Nc4ccc(OC)cc4OC)ccc1c23	78*	13	0[fluorescence artefact?]	86	78	91	-4	105[fluorescence artefact?]	0.2
Cc1cc(NC(=O)CSc2nc3ccsc3c(=O)n2Cc2ccccn2)n[nH]1	19	x	0[fluorescence artefact?]	95	105	100	x	121	0.8
N#Cc1ccsc1NC(=O)CN1CCCCC1	-6	6	x	x	x	x	-1	x	1.1
Cc1cc(C)cc(Oc2ccc(N)cc2)c1	82*	-9	-9	94	80	90	-2	116	0.2
CC(=O)Oc1cccc(N2C(=O)c3ccc(C(=O)O)cc3C2=O)c1	10	-5	0	2.0*	97	93	-5	115[fluorescence artefact?]	0.9
CCOC(=O)C1CCN(S(=O)(=O)c2cc(Cl)c(C)cc2OC)CC1	98*	5	-7	84	90	97	5	97	0
